MrgX1 antag: antagonists of human MrgX1 receptor, primary screen, HEK293 cells, Fluo-4 calcium flux. Mas-related G-protein coupled receptor member X1 (Homo sapiens), Q96LB2. BAM8-22 antagonism; active compounds read low. B-score at 10 µM. 310,000 tested, 1.3% active;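 active means calcium-response B-score plate-corrected more than 3 library SD below zero, starting fluorescence within 5 deviations, no agonist response on first addition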;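 further: peak minus trough fluorescence over baseline after final BAM8-22 challenge near maximal dose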
TRPC4 act: activators of mouse TRPC4 channel, primary screen, Fluo4 calcium, HEK293 TRPC4beta/mu-opioid cells; Short transient receptor potential channel 4 (Mus musculus), Q9QUQ5; Fluo4 calcium fluorescence; active compounds read high; B-score at 10 µM; 310,000 tested, 0.49% active;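 active means B-score above 5 SD of library B-scores, and initial fluorescence ratio not above library mean plus 5 SD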;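 further: positive B-score marks a calcium rise read as TRPC4 activation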
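Test system: HEK293 cells stably co-expressing mouse TRPC4beta and mu-opioid receptor | Schedule: Fluo4 dye loading 45 min at room temperature, 110 s recording | Measured by: Kinetic Fluo4 calcium fluorescence, 5 s baseline at 1 Hz | Evaluation: B score of integrated ratio | Controls: Buffer (low) and maximal DAMGO (high)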
TRPC6 inhibitor: mouse TRPC6 channel inhibitors, primary screen, cell-based, HEK293, membrane potential dye; B-score at 10 µM; ACh-evoked depolarization; active compounds read low; 310,000 tested, 1.1% active; AID 2553, 2010; Short transient receptor potential channel 6 (Mus musculus), Q61143;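 active means B-score under library mean minus 3 SD, initial fluorescence not abnormally high, positive integrated signal ratio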;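 further: B-score derived from integrated fluorescence ratio over the kinetic read; more negative B-score means stronger inhibition of depolarization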
Target sequence (Q61143 whole entry, looked up): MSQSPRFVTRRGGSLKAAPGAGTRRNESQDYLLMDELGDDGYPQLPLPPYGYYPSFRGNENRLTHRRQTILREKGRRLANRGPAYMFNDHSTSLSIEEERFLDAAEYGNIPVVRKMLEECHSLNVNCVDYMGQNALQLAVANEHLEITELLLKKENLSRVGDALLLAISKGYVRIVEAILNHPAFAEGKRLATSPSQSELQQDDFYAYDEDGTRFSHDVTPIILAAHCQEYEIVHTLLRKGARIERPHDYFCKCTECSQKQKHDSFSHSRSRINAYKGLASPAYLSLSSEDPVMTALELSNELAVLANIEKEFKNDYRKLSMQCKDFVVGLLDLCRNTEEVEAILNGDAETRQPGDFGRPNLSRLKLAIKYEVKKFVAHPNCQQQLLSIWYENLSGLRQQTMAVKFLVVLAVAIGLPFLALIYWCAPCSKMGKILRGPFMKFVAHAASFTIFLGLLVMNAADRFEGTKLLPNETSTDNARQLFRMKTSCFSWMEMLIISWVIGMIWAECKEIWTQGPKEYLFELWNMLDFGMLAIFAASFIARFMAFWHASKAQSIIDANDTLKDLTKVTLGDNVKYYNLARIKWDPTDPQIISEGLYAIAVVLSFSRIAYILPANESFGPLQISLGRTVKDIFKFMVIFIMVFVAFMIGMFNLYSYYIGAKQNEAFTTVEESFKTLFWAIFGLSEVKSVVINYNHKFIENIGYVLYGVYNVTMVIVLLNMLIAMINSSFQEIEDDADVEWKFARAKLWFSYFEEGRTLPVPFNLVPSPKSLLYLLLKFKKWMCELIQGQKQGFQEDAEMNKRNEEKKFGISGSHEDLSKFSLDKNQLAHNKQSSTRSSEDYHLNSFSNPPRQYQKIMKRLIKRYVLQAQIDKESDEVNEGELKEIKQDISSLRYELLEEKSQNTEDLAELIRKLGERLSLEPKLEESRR
TRPC4 PAM: positive allosteric modulators of TRPC4, primary screen, cell-based, mouse TRPC4beta, HEK293 mu-opioid, Fluo-4 calcium | 310,000 tested, 0.42% active | AID 2227, 2009 | DAMGO EC20, Fluo-4 Ca2+ flux; active compounds read high | B-score at 10 µM;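 active means B-score of calcium response area above 5 SD of library B-scores, with initial fluorescence ratio within 5 SD of library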;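 further: B-score of integrated fluorescence ratio over time as area under calcium response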
TRPC4 block: inhibitors of mouse TRPC4 channel, primary screen, Fluo4 calcium, HEK293 TRPC4beta/mu-opioid cells | DAMGO-evoked Fluo4 calcium flux; active compounds read low | B-score at 10 µM | 300,000 tested, 0.39% active | AID 2247, 2010 | Short transient receptor potential channel 4 (Mus musculus), Q9QUQ5;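 active means B-score over 3 SD under the library average, no early fluorescence shift, positive overall ratio signal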
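test system = HEK293 cells with stable TRPC4beta plus mu-opioid receptor expression | detection = Fluo4 Ca2+ flux fluorescence | read-out = integrated fluorescence ratio relative to baseline, converted to per-well B score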
MrgX1 PAM: positive allosteric modulators of MrgX1, primary screen, HEK293 cells, Fluo-4 calcium flux; Mas-related G-protein coupled receptor member X1 (Homo sapiens), Q96LB2; FDSS; active compounds read high; B-score at 10 µM; 310,000 tested, 0.63% active; AID 588675, 2011;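 active means plate-corrected calcium response at least 3 library SD above typical, normal starting fluorescence, not activating the receptor alone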;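 further: compound read alongside a low EC10 to EC30 dose of BAM8-22 agonist; peak minus trough fluorescence over baseline measured at the second addition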
HIF act: HIF pathway transcriptional activators, primary screen, cell-based, U2OS HRE-luciferase, luminescence | 300,000 tested, 0.32% active | U2OS HRE-luciferase reporter; normalized: DMSO 0%, desferrioxamine 100% | activation, % at 7.5 µM (by protocol) | AID 1910, 2009;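 active means mean activation of at least 10% of the iron chelator positive control signal, with at least half of replicates also reaching 10%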
AI-2 QS mod: Vibrio harveyi AI-2 quorum sensing modulators, primary screen, JMH597 strain, luminescence/OD600 ratio; 300,000 tested, 0.4% active; Vibrio harveyi JMH597 AI-2 luminescence/OD600 ratio, 9 h; active compounds read low; strain lacks LuxN and CqsS sensors; 0 = neutral-control median; AID 2094, 2009; activity change, % at 7.5 µM; in the data active means activity change below about -75%, passing the limit was not always enough;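 further: luminescence divided by OD600 gain over 9 h not by final OD600 alone; inactives centre near 13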
TRPC6 act: mouse TRPC6 channel activators, primary screen, cell-based, HEK293, membrane potential dye | Short transient receptor potential channel 6 (Mus musculus), Q61143 | B-score at 10 µM | 310,000 tested, 0.13% active | AID 2550, 2010 | HEK293-TRPC6 membrane potential dye fluorescence; active compounds read high;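 active means B-score of the integrated fluorescence ratio above library mean plus 3 SD, and starting fluorescence ratio within library mean plus 5 SD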;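 further: higher score means more depolarization so channel activation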
MrgX1 ag: agonists of human MrgX1 receptor, primary screen, HEK293 cells, Fluo-4 calcium flux | Mas-related G-protein coupled receptor member X1 (Homo sapiens), Q96LB2 | Fluo-4 calcium fluorescence, agonist mode; active compounds read high | B-score at 10 µM | 310,000 tested, 0.44% active | AID 588627, 2011;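 active means calcium response B-score plate-corrected fluorescence ratio at least 3 library SD, with starting fluorescence B-score inside 5 SD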
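Test system: HEK293 cells stably expressing human MrgX1 receptor; Input: fifteen thousand cells per well; Dosing: compound delivered in addition one of three; Schedule: overnight seeding, then 1 h dark dye loading; Technique: Fluo-4 NW calcium fluorescence; Measure: B-scored fluorescence response ratio; Controls: positive and negative controls per plate.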
PolyA inhibitor: polyadenylation inhibitors in yeast reporter cells, primary screen, luminescence, S. cerevisiae. AID 1875, 2009. calls only at 12 µM. S. cerevisiae SKY197-pL101 polyadenylation reporter, beta-gal luminescence; efflux-impaired pdr1/pdr3 knockout yeast; score 100 = 6 SD above DMSO. 300,000 tested, 0.02% active;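 active means lowest replicate activity score at least 50, where 100 means six control SD above control mean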;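 further: yeast exposed to compound for 9 h at 30 °C; higher score means more reporter readthrough which indicates perturbed polyadenylation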
* = called active by the depositor; i = inactive; . = not tested or not shown. Only part of the results is shown; count on the stated rates, not on these rows.

Second line of a record – MrgX1 antag	TRPC6 inhibitor	HIF act	AI-2 QS mod	MrgX1 PAM	TRPC4 act	TRPC4 PAM	MrgX1 ag	TRPC4 block	PolyA inhibitor	TRPC6 act
1. CC(Sc1nc2ccccc2o1)C(=O)O (stereo not given)
  i	i	-1.1	16.6	i	i	i	i	i	i	i
2. CCOC(=O)c1ccc(NC(=O)Nc2cccc(C)n2)cc1
  i	i	1.1	27.8	i	i	i	i	i	i	i
3. COc1ccc(CCNC(=O)COc2ccc(N(C)S(=O)(=O)c3ccc(C)cc3)cc2)cc1
  i	i	0.7	8.3	i	i	i	i	i	i	i
4. CCSc1nnc(-c2sc3nnc(-c4ccccc4)c(-c4ccccc4)c3c2N)o1
  i	i	-0.5	14.2	i	i	i	i	i	i	i
5. CCOC(=O)Cn1c(=O)oc2cc(S(=O)(=O)N3CCN(c4ccccn4)CC3)ccc21
  i	i	-0.3	-2.8	i	i	i	i	i	i	i
6. Cc1ccc(S(=O)(=O)N(CC(=O)Nc2cccnc2)c2ccc(Br)cc2)cc1
  i	i	0.0	21.3	i	i	i	i	i	i	i
7. C=C(C)CSc1nc2sc3c(c2c(=O)n1-c1ccccc1)CCN(C)C3
  i	i	0.6	2.9	i	i	i	i	i	i	i
8. COc1nc2ccccc2nc1N1CCN(Cc2ccc3c(c2)OCO3)CC1
  .	i	0.0	8.4	.	i	i	.	i	i	i
9. CCOc1cc(CN2CCc3c([nH]c4ccccc34)C2)ccc1OC
  i	i	0.6	25.0	i	i	i	i	i	i	i
10. O=C(NCCNC(=O)c1cc(OCC(F)(F)F)ccc1OCC(F)(F)F)Nc1ccc(OC(F)(F)F)cc1
  i	i	-0.1	21.3	i	i	i	i	i	i	i
11. COc1ccc(CCC(=O)N2CCN(c3ccc([N+](=O)[O-])cc3)CC2)cc1OC
  i	i	-1.4	8.7	i	i	i	i	i	i	i
12. C1CC(CN2CCOCC2)CN(Cc2nc(CC3CC3)no2)C1 (stereo not given)
  i	i	0.2	5.7	i	i	i	i	i	i	i
13. CCCC(=O)Nc1ccc2c(c1)nc(CCNC(=O)c1ccco1)n2C
  i	i	-0.2	22.4	i	i	i	i	i	i	i
14. N=c1sccn1CC(=O)N1N=C(c2ccc(Cl)cc2)CC1c1ccco1 (stereo not given)
  i	i	2.9	8.1	20.8*	i	i	i	i	i	i
15. Cc1ccc(Sc2ccc(NC(=O)CCl)cc2)cc1C
  i	i	-0.9	35.8	i	i	i	i	i	i	i
16. Cc1nc(C2CCCCC2)c(-c2ccccc2)c(N2CCOC2=O)c1C
  i	i	-3.2	10.7	i	i	i	i	i	i	i
17. COc1cccc(-c2cn3nc(C)c(C)nc3n2)c1
  i	i	0.3	0.4	i	i	i	i	i	i	i
18. CC1(C)CC(=O)C(N=Nc2ccc(-c3ccccc3)cc2)=C(O)C1
  i	i	3.4	5.0	i	i	i	i	i	i	i
19. COCCNC(=O)C(=O)Nc1ccc2c(c1)N(S(=O)(=O)c1cccs1)CCC2
  i	i	1.6	11.6	i	i	i	i	i	i	i
20. CCNC(=O)c1ccccc1-c1nc(-c2ccccc2OC)no1
  i	i	-0.1	0.8	i	i	i	i	i	i	i
21. CC(C)(C)OC(=O)[C@H](Cc1ccccc1)NC(=O)c1[nH]cnc1C(=O)N[C@@H](Cc1ccccc1)C(=O)OCc1ccccc1
  i	i	-0.3	8.7	i	i	i	i	i	i	i
22. Cc1ccc(S(=O)(=O)/N=C(\N)Nc2nc(C)c3ccc(C)cc3n2)cc1
  i	i	-0.1	13.1	i	i	i	i	i	i	i
23. COc1cc2c(cc1OC)C(c1ccccc1Br)NC(=O)C2 (stereo not given)
  i	i	-1.3	22.5	i	i	i	i	i	i	i
24. NC(=S)Nc1ccc2c(c1)OCO2
  i	i	0.8	24.4	i	i	i	i	i	i	i
25. O=C(NC1CCCC1)C(c1ccncc1)N(Cc1ccco1)C(=O)c1ccc(-c2ccccc2)[nH]1 (stereo not given)
  i	i	3.8	21.3	i	i	i	i	i	i	i
26. O=C(NNC(=S)Nc1cccc(C(F)(F)F)c1)c1ccc(Cl)cc1Cl
  i	i	-0.1	13.9	i	i	i	i	i	i	i
27. COC(=O)c1[nH]c2ccccc2c1NC(=O)CN1CCN(c2cccc(Cl)c2)CC1
  i	i	-0.3	13.4	i	i	i	i	i	i	i
28. CN1CCN(C(=O)C2(NC(=O)Nc3ccccc3Cl)CCCCC2)CC1
  i	i	0.0	-4.0	i	i	i	i	i	i	i
29. Cc1nc(-n2nnc(CO)c2CO)nc2c1CCC2
  i	i	-0.2	35.7	i	i	i	i	i	i	i
30. O=C(CC1CC2CCC1C2)NCc1cccs1 (stereo not given)
  i	i	1.1	17.4	i	i	i	i	i	i	i

Continued:
Second line of a record – MrgX1 antag	TRPC6 inhibitor	HIF act	AI-2 QS mod	MrgX1 PAM	TRPC4 act	TRPC4 PAM	MrgX1 ag	TRPC4 block	PolyA inhibitor	TRPC6 act
31. CCOC(=O)Cn1cc(Cl)c(=O)c(Cl)c1
  i	i	0.0	18.8	i	i	i	i	i	i	i
32. COc1ccccc1N(CC(=O)NCC1CCCO1)C(=O)CCC(=O)Nc1nccs1 (stereo not given)
  i	i	-1.8	-14.1	i	i	i	i	i	i	i
33. COc1ccc(CNC(=O)c2ccc(Br)o2)cc1
  i	i	0.7	19.8	i	i	i	i	i	i	i
34. CCNC(=O)c1ccccc1SCc1ccccc1
  i	i	-0.2	-2.4	i	i	i	i	i	.	i
35. O=C1NC(c2ccccc2)(C(F)(F)F)C(=O)N1Cc1cccnc1 (stereo not given)
  i	i	-0.4	-2.3	i	i	i	i	i	i	i
36. CCOC(=O)N1CCC(NC(=O)c2cc(-c3ccc(F)cc3)[nH]c2C)CC1
  i	i	-0.1	-1.2	i	i	i	i	i	i	i
37. Cn1cnnc1SCC(=O)Nc1ccc2nc(SCc3cccc4ccccc34)sc2c1
  i	i	0.4	42.2	i	i	i	i	i	i	i
38. COC(=O)CS(=O)(=O)c1cc(Br)cc2c1N(C(C)=O)CC2
  -5.42*	i	-0.1	12.9	i	i	i	i	i	i	i
39. CC12CCC(C(=O)N(CCCN3CCN(Cc4ccccc4)CC3)C1=O)C2(C)C (stereo not given)
  i	i	.	0.6	i	i	i	i	i	.	i
40. O=C1CC2c3ccccc3C1C1C(=O)N(CCO)C(=O)C21 (stereo not given)
  i	i	-0.3	38.2	i	i	i	i	i	.	i
41. CC(=O)c1cc2c(cc1NC(=O)CN1CCCCC1C)OCO2 (stereo not given)
  i	i	-0.2	4.5	11.3*	i	i	i	i	i	i
42. Cc1ccc(S(=O)(=O)NCc2cccnc2)cc1C(=O)NC1CCCCC1
  i	i	0.5	3.5	i	i	i	i	i	i	i
43. Cc1ccc2cc(CN(CCCN(C)C)C(=S)NCc3ccccc3)c(=O)[nH]c2c1C
  i	i	-0.9	-2.1	i	i	i	i	i	i	i
44. O=C(O)c1ccc(-c2nc(-c3cccc(C(F)(F)F)c3)cs2)cc1
  .	i	-0.5	13.9	.	i	i	.	i	i	i
45. COc1ccc(N(C(=O)C2CSC(=O)C2)C(C(=O)NC(C)(C)C)c2ccncc2)cc1 (stereo not given)
  i	i	1.4	30.4	i	i	i	i	i	i	i
46. CC(C)C(=O)Nc1ccc(C(=O)NNC(=S)NC(=O)c2ccco2)cc1
  i	i	-0.7	82.4	i	i	i	i	i	i	i
47. COc1ccc(N2CCN(C(=O)COc3ccc(S(=O)(=O)N4CCOCC4)cc3C)CC2)cc1
  i	i	-2.8	35.5	i	i	i	i	i	i	i
48. COc1ccc(OC)c(NC(=O)CSCC(=O)O)c1
  i	i	-0.3	4.2	i	i	i	i	i	i	i
49. Cc1ccccc1NC(=O)CCCC(=O)c1ccccc1
  i	i	0.2	3.4	i	i	i	i	i	i	i
50. C/C(NC(=O)c1cccc(F)c1)=C1/C(=O)C[C@@H]2[C@H]1C2(C)C
  i	i	1.5	14.0	i	i	i	i	i	i	i
51. COc1ccccc1CN1C[C@@H]2C[C@@H](c3ccc4nsnc4c3)N3CCC[C@@]23C1=O
  i	i	0.0	35.4	i	i	i	i	i	i	i
52. O=c1ccccn1Cc1c(F)cccc1Cl
  i	i	-1.2	-15.3	i	i	i	i	i	i	i
53. CCOC(=O)C1(Cc2ccccc2)CCCN(C(=O)c2cnn(CC)c2)C1 (stereo not given)
  i	i	1.9	8.1	i	i	i	i	i	i	i
54. COc1cc2c(=O)n(CCC(=O)NCC3CCCO3)c(=O)n(CC(=O)Nc3ccc(F)cc3)c2cc1OC (stereo not given)
  i	i	-0.2	.	i	i	i	i	i	i	i
55. O=c1oc(-c2cccs2)nc2sc3c(c12)CCCC3
  i	i	1.3	1.5	i	i	i	i	i	i	i
56. O=C(COC(=O)c1ccc(O)cc1O)Nc1cc(-c2ccccc2)nn1-c1ccccc1
  i	i	-13.1	35.9	i	i	i	i	i	i	i
57. C=CCNC(=O)CSc1nc2sccc2c(=O)n1-c1ccccc1
  -5.09*	i	0.1	47.8	i	i	i	i	i	i	i
58. Cc1ccc(NC(=O)c2ccc([N+](=O)[O-])cc2Cl)nc1
  i	i	1.0	-1.5	i	i	i	i	i	i	i
59. Cc1ccc(C(=O)NCCNC(=O)c2ccccn2)cc1
  i	i	-0.7	21.9	i	i	i	i	i	i	i
60. CCc1ccc2c(c1)Sc1ccccc1CC2N1CCN(C)CC1 (stereo not given)
  i	i	-0.6	24.8	i	i	i	i	i	i	i

Screens as filed in PubChem BioAssay.
